# Assay outcomes: PubChem BioAssay, several laboratories
# HRas wt GTP – changes GTP binding to wildtype human HRas. GTP binding activity, % at 10 µM. GST-Ras wt beads, Bodipy-FL-GTP binding, flow cytometry; actives lie on both sides. hit rate 0.14% among 190,000. P01112;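 active = GTP binding activity at least 20% away from the 100% baseline, either lowered as inhibitor or raised as activator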;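 also: 0% = unlabeled GTP competition control and 100% = no-compound control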
# Target sequence (P01112 whole entry, looked up): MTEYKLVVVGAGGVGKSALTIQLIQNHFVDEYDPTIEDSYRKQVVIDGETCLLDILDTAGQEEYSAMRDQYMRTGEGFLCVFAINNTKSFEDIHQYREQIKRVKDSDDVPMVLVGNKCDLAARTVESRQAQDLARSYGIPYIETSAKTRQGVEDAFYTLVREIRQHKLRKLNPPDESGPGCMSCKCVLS
# Pf gametocyte – P. falciparum stage V gametocyte viability inhibition; inhibition, % at 10.9 µM; AID 743093; P. falciparum stage V gametocytes, ATP luminescence, 24 h; hit rate 0.065% among 150,000;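 active = inhibition above the mean plus 3 SD of compounds within the control limits, set per campaign, cut at about 38% in these data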;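 also: 0% = DMSO wells and 100% = medium only without gametocytes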
# Rab7 wt GTP bind – dog Rab7 wildtype GTP binding, inhibitors and activators | GST-Rab7 beads, fluorescent GTP binding, flow cytometry; actives lie on both sides; untreated = 100%, excess cold GTP = 0% | GTP binding activity (percent of control), % at 10 µM | hit rate 0.055% among 190,000 | AID 758;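 active = fluorescent GTP binding to Rab7 beads changed by at least 20 points from the 100% baseline, either direction, mostly lower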;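 also: median green fluorescence of bound Bodipy-FL-GTP per Rab7 bead population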
# Rac1 mut GTP – modulators of GTP binding to human Rac1 activated mutant; GST-Rac1 activated beads, fluorescent GTP binding, flow cytometry; actives lie on both sides; 100% means binding = to untreated wells; percent activity (GTP binding), % at 10 µM; hit rate 0.11% among 190,000;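 active = GTP binding at least 20 percentage points away from the 100% baseline, in either direction, so actives lie on both sides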
# Cdc42 wt GTP – human Cdc42 wildtype GTP binding change, either direction; P60953; GST-Cdc42 beads, Bodipy-GTP binding, flow cytometry; actives lie on both sides; hit rate 0.2% among 190,000; percent activity (GTP binding), % at 10 µM;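 active = percent activity GTP binding at least 20 points away from the 100% baseline, either down as inhibitor or up as activator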;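 also: median bead fluorescence of bound Bodipy-FL-GTP at 100 nM; 0% = excess unlabeled GTP control and 100% = no compound control; below 100% means less GTP binding so inhibitor and above means activator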
# Target sequence (P60953 whole entry, looked up): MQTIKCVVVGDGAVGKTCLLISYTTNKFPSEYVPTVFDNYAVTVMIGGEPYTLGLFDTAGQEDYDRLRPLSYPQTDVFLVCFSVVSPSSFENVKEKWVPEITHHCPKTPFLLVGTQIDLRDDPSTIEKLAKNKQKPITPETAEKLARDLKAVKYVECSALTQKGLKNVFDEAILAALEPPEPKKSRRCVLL
# Mcl1 Noxa PPI – Mcl-1/Noxa interaction inhibition | Q07820 | TR-FRET Mcl-1/Noxa peptide binding, 2 h | inhibition, % at 21.7 µM | hit rate 1.5% among 220,000;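 active = compounds that cut the protein-peptide binding signal by more than 50% relative to plate controls in a single-dose test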;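 also: His-tagged Mcl-1 with rhodamine Noxa BH3 peptide and terbium anti-His antibody; 0% = Mcl-1 plus Noxa peptide wells and 100% = peptide-only wells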
# Target sequence (Q07820 whole entry, looked up): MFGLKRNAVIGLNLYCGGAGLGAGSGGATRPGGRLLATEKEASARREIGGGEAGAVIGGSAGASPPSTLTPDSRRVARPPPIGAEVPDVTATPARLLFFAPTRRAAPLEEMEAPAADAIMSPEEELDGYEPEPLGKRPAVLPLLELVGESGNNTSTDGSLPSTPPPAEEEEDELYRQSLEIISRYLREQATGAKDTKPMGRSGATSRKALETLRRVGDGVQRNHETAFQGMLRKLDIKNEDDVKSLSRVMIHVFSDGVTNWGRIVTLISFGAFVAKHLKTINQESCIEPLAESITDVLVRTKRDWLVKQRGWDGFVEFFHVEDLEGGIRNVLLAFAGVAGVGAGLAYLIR
# Mcl1 Bid PPI – Mcl-1/Bid interaction inhibition; AID 1021; TR-FRET Mcl-1/Bid-Dy647 peptide binding, 1536-well; Q07820; inhibition, % at 21.7 µM; hit rate 0.97% among 220,000;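 active = compounds that cut the binding signal by more than half at the single screening dose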;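 also: His-tagged Mcl-1 with europium anti-His antibody binding Bid BH3 peptide; 0% = Mcl-1 plus peptide wells and 100% = peptide-only wells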
# Avidin bead fluor – avidin bead compound fluorescence profile; hit rate 0.38% among 220,000; Avidin beads, compound fluorescence 488/530 nm, flow cytometry; active compounds read high; AID 1775; fluorescence (KMESF) at 10 µM; in the data active = fluorescence above about 47; also: inactives centre near 10
# Rac1 wt modul – alters GTP binding to wildtype human Rac1. P63000. GST-Rac1 beads, fluorescent GTP binding, flow cytometry; actives lie on both sides; 0 = cold GTP competed, 100 = untreated. GTP binding activity (% of control), % at 10 µM. hit rate 0.27% among 190,000;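 active = GTP binding activity at least 20 points away from the 100% control level, either lower or higher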
# GSH bead fluor – compound fluoresces at 488/530 nm on GSH beads | GSH beads flow cytometry, compound fluorescence 488/530 nm; active compounds read high | fluorescence (KMESF) at 10 µM | hit rate 0.25% among 190,000; in the data active = fluorescence above about 89;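 also: glutathione beads carrying GST-tagged Bcl family fusion proteins plus one bare bead set; values are compound well signal with DMSO vehicle wells as background; inactives centre near 16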
# Rab2A wt mod – changes GTP binding to wildtype dog Rab2A, up or down | GTP binding activity, % at 10 µM | hit rate 0.19% among 190,000 | GST-Rab2 wt beads, Bodipy-GTP binding, flow cytometry | P61105;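 active = GTP binding activity at least 20 points away from 100%, either lowered or raised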;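 also: 0% = beads with excess unlabeled GTP and 100% = no-compound control corrected for plate trend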
# Active calls of the source: *; . = not tested or not shown.
# Start of the data: the first 14 records, ahead of the listing:
No.	mol	Pf gametocyte	HRas wt GTP	Avidin bead fluor	Rab7 wt GTP bind	Rab2A wt mod	Rac1 wt modul	Cdc42 wt GTP	GSH bead fluor	Mcl1 Noxa PPI	Rac1 mut GTP	Mcl1 Bid PPI
1	CCOc1ccccc1-c1nc(SCC(=O)O)n[nH]1	-10	97	6	94	98	110	98	52	-17	96	-18
2	O=C1NC(=O)[C@@H]2C3c4ccccc4C=CN3[C@H](C(=O)c3cccs3)[C@H]12 (stereo not given in full)	.	90	4	91	88	93	92	29	15	90	40
3	CC(C)CCOCC(=O)Oc1ccccc1C(=O)O	.	101	38	102	98	97	100	12	17	100	22
4	O=c1cc(O)c(-c2cccc(Cl)c2)c(Cl)[nH]1	.	100	9	99	99	99	100	10	3	99	-31
5	CNC(=S)Nc1cc(C(F)(F)F)ccc1Cl	-12	99	11	93	96	104	97	7	-2	97	-43
6	COC(=O)c1c(C#N)c(N)nc2c1CCCC2	.	98	27	98	99	104	99	21	-15	97	-3
7	CCOc1ccc(Nc2nnc(Cc3ccc(OC)cc3)c(=O)[nH]2)cc1	-5	98	12	94	96	101	98	21	5	96	-13
8	NNc1nc(-c2ccccc2)cc(-c2ccccc2)n1	-10	94	11	94	96	92	96	21	5	97	-52
9	N=C(N=C(N)N)N1CCc2ccccc21	-15	95	11	98	95	98	94	23	-2	95	-30
10	CCc1cc(CNC(=O)CC2C(=O)NCCN2Cc2cccc(OC)c2)on1 (stereo not given)	.	98	2	104	99	97	95	9	-3	92	-21
11	CC(C)Oc1cccc(C(=O)NC2=NCCS2)c1	-8	99	4	96	101	99	99	12	13	96	-29
12	Cc1ccccc1NC(=S)N1CCC(C(=O)c2ccc(F)cc2)CC1	.	96	9	96	94	92	93	24	-6	92	-21
13	COc1ccc(N(CC(=O)NC2CCCCC2)C(=O)CCCC(=O)Nc2ccccn2)c(OC)c1	.	97	84*	95	97	98	97	14	-20	97	-10
14	Cc1ccc(NC(=O)c2ccccc2NC(=O)CCC(=O)O)cc1	6	100	4	98	99	108	101	11	25	99	-5

# All compounds of this part, from the start:
No.	mol	Pf gametocyte	HRas wt GTP	Avidin bead fluor	Rab7 wt GTP bind	Rab2A wt mod	Rac1 wt modul	Cdc42 wt GTP	GSH bead fluor	Mcl1 Noxa PPI	Rac1 mut GTP	Mcl1 Bid PPI
1	CCOc1ccccc1-c1nc(SCC(=O)O)n[nH]1	-10	97	6	94	98	110	98	52	-17	96	-18
2	O=C1NC(=O)[C@@H]2C3c4ccccc4C=CN3[C@H](C(=O)c3cccs3)[C@H]12 (stereo not given in full)	.	90	4	91	88	93	92	29	15	90	40
3	CC(C)CCOCC(=O)Oc1ccccc1C(=O)O	.	101	38	102	98	97	100	12	17	100	22
4	O=c1cc(O)c(-c2cccc(Cl)c2)c(Cl)[nH]1	.	100	9	99	99	99	100	10	3	99	-31
5	CNC(=S)Nc1cc(C(F)(F)F)ccc1Cl	-12	99	11	93	96	104	97	7	-2	97	-43
6	COC(=O)c1c(C#N)c(N)nc2c1CCCC2	.	98	27	98	99	104	99	21	-15	97	-3
7	CCOc1ccc(Nc2nnc(Cc3ccc(OC)cc3)c(=O)[nH]2)cc1	-5	98	12	94	96	101	98	21	5	96	-13
8	NNc1nc(-c2ccccc2)cc(-c2ccccc2)n1	-10	94	11	94	96	92	96	21	5	97	-52
9	N=C(N=C(N)N)N1CCc2ccccc21	-15	95	11	98	95	98	94	23	-2	95	-30
10	CCc1cc(CNC(=O)CC2C(=O)NCCN2Cc2cccc(OC)c2)on1 (stereo not given)	.	98	2	104	99	97	95	9	-3	92	-21
11	CC(C)Oc1cccc(C(=O)NC2=NCCS2)c1	-8	99	4	96	101	99	99	12	13	96	-29
12	Cc1ccccc1NC(=S)N1CCC(C(=O)c2ccc(F)cc2)CC1	.	96	9	96	94	92	93	24	-6	92	-21
13	COc1ccc(N(CC(=O)NC2CCCCC2)C(=O)CCCC(=O)Nc2ccccn2)c(OC)c1	.	97	84*	95	97	98	97	14	-20	97	-10
14	Cc1ccc(NC(=O)c2ccccc2NC(=O)CCC(=O)O)cc1	6	100	4	98	99	108	101	11	25	99	-5
15	O=S(=O)(c1ccc2c(c1)nc1n2CCC1)N1CCOCC1	.	102	36	100	103	110	107	29	6	99	-5
16	CCn1c(=N)n(CC(=O)OC)c2ccccc21	22	97	31	95	95	105	102	28	7	96	-6
17	O=[N+]([O-])c1ccc2c(c1)oc1ccccc12	.	103	25	102	104	104	103	21	2	100	39
18	CCCCC(C(=O)O)C(C)CC(=O)NNC(=O)c1ccco1 (stereo not given)	-6	99	7	106	100	100	99	14	-10	97	-18
19	c1ccc(COc2cccc(CNn3cnnc3)c2)cc1	-34	100	6	100	101	105	102	28	-13	98	-8
20	CCc1ccccc1NC(=O)Nc1cccn(Cc2ccccc2F)c1=O	-13	98	10	100	96	100	97	24	-6	95	-34
21	Cc1cc(=O)oc2cc(OCC(=O)N3CC(C)OC(C)C3)ccc12 (stereo not given)	6	103	8	102	104	111	104	15	-5	103	8
22	CCCCC(=O)NC(=S)NNC(=O)CC#N	.	103	10	103	103	109	105	17	-7	98	-57
23	Cc1ccc(-c2[nH]c(-c3ccccc3)nc2SCC(=O)NCC2CCCO2)cc1 (stereo not given)	.	101	.	99	101	107	104	19	6	98	-6
24	O=C(/C=C/c1cccc(Cl)c1)NCc1cccs1	12	96	6	99	98	92	95	17	5	95	-2
25	O=C(NNC(=O)c1cccs1)c1ccc([N+](=O)[O-])cc1	-25	97	20	104	100	100	98	9	3	97	-7
26	Cc1ccc(Nc2cc(-n3nc(C)cc3C)ncn2)cc1	.	103	6	103	103	103	100	24	1	97	-20
27	Cc1ccc(NC(=O)CN2C(=O)c3ccccc3C2=O)nc1	-36	98	17	103	96	104	96	12	10	97	-8
28	CN1c2ccccc2-c2nc3ccccc3n2C1c1ccco1 (stereo not given)	.	102	36	102	101	101	101	16	7	100	2
29	O=C(O)C1CC=CCC1C(=O)NNc1ccccc1 (stereo not given)	2	100	10	96	101	100	96	28	13	96	-20
30	CCc1ccc(N2C(=O)c3sc4nnc(-c5ccccc5)c(=O)n4c3C2=O)cc1	-25	96	9	95	95	98	99	8	39	96	0
31	Cc1nc2c3ccccc3n(Cc3ccccc3F)c2s1	14	95	14	94	94	97	97	11	34	98	-20
32	CCCCC1CCC(C(=O)Nc2ccccc2)CC1 (stereo not given)	.	101	33	101	102	102	101	18	21	101	7
33	CCC(CC)=C(C#N)C(=O)NC1CCCCC1	-3	98	11	96	98	103	102	21	12	98	3
34	COc1cc(C=C(c2nc3ccccc3s2)c2nc3ccccc3s2)cc(OC)c1O	.	103	6	104	103	105	102	9	8	102	-3
35	C(=N\C(/N=C/c1ccco1)c1ccco1)/c1ccco1	.	101	9	98	99	105	100	11	41	101	-23
36	CCc1nnc(NC(=O)C2CC(=O)N(CCc3ccccc3)C2)s1 (stereo not given)	-21	101	7	98	103	108	104	17	15	99	-6
37	CC1CCN(S(=O)(=O)c2ccc(S(=O)(=O)NCC(=O)C(C)(C)C)cc2)CC1	.	97	5	97	99	100	98	22	-7	98	-12
38	Cc1cc(NC(=O)CN2C(=O)CC(c3ccco3)Sc3ccccc32)no1 (stereo not given)	.	97	6	99	100	98	98	19	9	97	-31
39	O=c1[nH]c2cc3c(cc2cc1CN(CCO)S(=O)(=O)c1ccccc1Cl)OCCO3	.	102	6	100	101	104	103	28	28	100	15
40	CCCn1c(=O)[nH]c(=O)c2c1nc(-c1cccs1)n2CCOC	.	96	9	104	98	99	97	14	-3	93	-11
41	CCOc1ccccc1NC(=O)CCCn1cc([N+](=O)[O-])cn1	-9	99	22	99	98	100	98	14	33	97	-4
42	Cc1ccc2onc(CC(=O)O)c2c1	.	102	5	102	101	102	101	10	14	100	-22
43	COc1ccc(/C(N)=N/OC(=O)CN(C)S(=O)(=O)c2ccccc2)cc1	-10	98	9	94	97	105	96	23	4	98	-27
44	CC(=O)Oc1oc(-c2ccccc2)nc1C=Nc1ccccc1	-20	103	14	98	103	99	103	23	9	98	-32
45	OCC1(Cc2ccccc2)CCN(Cc2cnc(-c3ccc(Cl)cc3)nc2)CC1	42*	91	10	94	91	96	90	10	1	92	-32
46	CNS(=O)(=O)c1ccc(NC(=O)C2c3ccccc3Oc3ccccc32)cc1	3	105	13	103	103	108	100	12	9	102	-18
47	CN(C(=O)CSc1nnc2ccccn12)C1CCS(=O)(=O)C1 (stereo not given)	9	103	34	100	100	105	101	19	8	100	-27
48	C=CCn1c(-c2ccc(OC)cc2)nc2ccccc21	.	100	15	100	100	99	100	25	2	98	5

# Full records, looked up by structure. Order of screens: Pf gametocyte	HRas wt GTP	Avidin bead fluor	Rab7 wt GTP bind	Rab2A wt mod	Rac1 wt modul	Cdc42 wt GTP	GSH bead fluor	Mcl1 Noxa PPI	Rac1 mut GTP	Mcl1 Bid PPI
# `O=c1[nH]c2cc3c(cc2cc1CN(CCO)S(=O)(=O)c1ccccc1Cl)OCCO3` is entered as .	102	6	100	101	104	103	28	28	100	15
# `Cc1ccc2onc(CC(=O)O)c2c1` is entered as .	102	5	102	101	102	101	10	14	100	-22

# The listing continues.
No.	mol	Pf gametocyte	HRas wt GTP	Avidin bead fluor	Rab7 wt GTP bind	Rab2A wt mod	Rac1 wt modul	Cdc42 wt GTP	GSH bead fluor	Mcl1 Noxa PPI	Rac1 mut GTP	Mcl1 Bid PPI
49	O=c1c(-n2cncn2)c[nH]n1-c1cccc(Cl)n1	-27	99	23	99	100	96	97	7	10	95	-50
50	O=C1C(C2=NC(C(=O)O)C3C(=O)N(c4ccccc4)C(=O)C23)=C(O)c2ccccc21 (stereo not given)	.	98	16	95	97	99	99	16	-1	99	-9
51	N#Cc1ccccc1S(=O)(=O)N1CCN(c2ccc(S(=O)(=O)N3CCOCC3)cn2)CC1	9	100	7	99	100	102	99	27	8	98	-1
52	O=C(O)CNC(=O)/C(=C\c1ccc2c(c1)OCO2)NC(=O)c1ccc(Br)cc1	4	93	13	93	93	97	99	11	5	95	-6
53	CCCc1cc(N2CCN(C(=O)c3ccco3)CC2)n2c(nc3ccccc32)c1C#N	.	81	9	84	79*	84	87	27	27	85	-2
54	CCc1c(C)[nH]c2c(C)cccc2c1=O	.	102	35	99	97	104	97	45	2	96	30
55	COc1ccc(S(=O)(=O)NCC(=O)N(CC(=O)NCC2CCCO2)c2ccccc2C)cc1 (stereo not given)	-9	103	17	103	102	106	104	29	16	100	-24

# The order is random; any-hit rate near 3%.
